Assay outcomes from PubChem.
HCV core dimer: inhibitors of HCV core protein dimerization, primary screen, biochemical, TR-FRET, high-throughput | TR-FRET GST/Flag-core106 dimerization, 1536-well | hit rate 0.33% among 300,000 | inhibition, % at 5 µM | AID 1899, 2009;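 active = inhibition above the mean of all tested compounds plus 3 SD, set per screening campaign, cut at about 45% in these data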
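Material: GST/Flag-tagged HCV core106 proteins. Incubation: 4 h, 22.5 °C incubation. Read-out basis: inhibition (%) from 671 over 617 nm ratio. Measured by: TR-FRET, excitation 340 nm, emission 617 and 671 nm.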
PP1 counter: PP1-alpha phosphatase inhibitors, primary screen, counter-screen for PP5 inhibitor project, biochemical, fluorescence, OMFP substrate, single point; purified PP1alpha; hit rate 0.9% among 320,000; inhibition, % at 6.7 µM;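 active = inhibition above the mean inhibition of all tested compounds plus 3 SD, computed separately for each screening campaign, cut at about 15% in these data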
Target sequence (P62136 whole entry, looked up): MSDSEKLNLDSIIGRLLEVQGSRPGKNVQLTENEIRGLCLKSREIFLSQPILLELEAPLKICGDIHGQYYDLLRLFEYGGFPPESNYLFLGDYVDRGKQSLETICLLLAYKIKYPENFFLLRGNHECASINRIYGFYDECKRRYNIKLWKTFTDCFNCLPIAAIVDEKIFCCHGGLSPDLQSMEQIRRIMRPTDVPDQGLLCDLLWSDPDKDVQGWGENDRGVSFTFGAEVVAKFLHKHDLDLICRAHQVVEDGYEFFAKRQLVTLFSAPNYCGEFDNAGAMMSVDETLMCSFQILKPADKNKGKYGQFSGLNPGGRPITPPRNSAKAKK
EBNA-1 inh: EBNA-1 DNA-binding inhibitors, primary screen, biochemical, fluorescence polarization; inhibition, % at 14.8 µM; hit rate 0.34% among 300,000; AID 1950, 2009; in the data active = inhibition above about 28%
CR mimetic SO: reduction of superoxide in aged yeast, primary screen, HTS | hit rate 0.18% among 330,000 | S. cerevisiae aged cells, superoxide DHE fluorescence; hits give low values | superoxide response (% of plate mean), % at 10 µM;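 active = superoxide response under a set limit, about three screen SD below normal, cut at about 65% in these data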;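 also: yeast aged for seven days with compound at 30 °C before DHE staining; 100% = average MFI of all compound-treated wells on the plate with controls excluded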
CTSL1 counter: Fasciola hepatica cathepsin L1 inhibitors, primary screen, counter-screen for PFM18AAP inhibitor project, biochemical, QFRET, fluorogenic peptide substrate | recombinant F. hepatica cathepsin L1, Z-Leu-Arg-MCA fluorescence | inhibition, % at 5.96 µM | hit rate 0.49% among 300,000 | AID 1906, 2009;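 active = inhibition above the mean of all tested compounds plus 3 SD, set per screening campaign, cut at about 17% in these data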;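 also: 0% = plate median of test compound wells and 100% = 1 µM Z-Phe-Ala-diazomethylketone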
GASC-1 inh: inhibitors of GASC-1 histone demethylase, primary screen, biochemical, fluorescence, DELFIA europium; hit rate 0.069% among 330,000; AID 2099, 2009; GST-JMJD2C(1-420) H3K9me3 demethylation; inhibition, % at 2.35 µM;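 active = more than half of a compound's replicate wells show inhibition beyond 50%, single wells judged on their own value; inconclusive = some, but no more than half, of replicates pass 50% inhibition; inactive = no replicate passes 50% inhibition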;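 also: signal counts dimethyl H3K9 product captured on neutravidin plate; 0% = median of DMSO wells and 100% = 0.3 times that DMSO median; strong numbers were not always called active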
Target sequence (Q9H3R0 1-420 limits assumed): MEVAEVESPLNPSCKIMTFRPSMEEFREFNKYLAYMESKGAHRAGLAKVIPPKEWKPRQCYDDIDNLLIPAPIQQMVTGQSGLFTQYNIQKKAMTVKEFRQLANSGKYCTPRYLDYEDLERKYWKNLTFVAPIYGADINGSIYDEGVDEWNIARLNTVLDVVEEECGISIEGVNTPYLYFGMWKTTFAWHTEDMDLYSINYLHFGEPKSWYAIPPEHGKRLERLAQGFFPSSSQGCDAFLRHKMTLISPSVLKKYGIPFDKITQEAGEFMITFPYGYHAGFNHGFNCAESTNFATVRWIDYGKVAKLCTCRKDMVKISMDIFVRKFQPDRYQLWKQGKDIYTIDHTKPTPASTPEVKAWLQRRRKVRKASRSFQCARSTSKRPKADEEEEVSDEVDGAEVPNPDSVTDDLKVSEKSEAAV
TPT1 inhibitor: Candida albicans TPT1 enzyme inhibitors, primary screen, biochemical, fluorescence polarization; tRNA 2'-phosphotransferase TPT1 (Candida albicans SC5314); recombinant caTPT1, FP RNA substrate dephosphorylation; inhibition, % at 5 µM; hit rate 0.81% among 300,000;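 active = inhibition above the mean of all tested compounds plus 3 SD, set per screening campaign, cut at about 24% in these data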;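 also: plate controls were DMSO alone for no effect and ferristatin control at 100 nM for full effect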
ZTA DNA inh: ZTA (EBV) inhibition in EBNA-1 counter-screen | AID 2234 | hit rate 0.15% among 320,000 | ZTA-DNA binding, fluorescence polarization | inhibition, % at 11 µM | P03206; in the data active = inhibition above about 33%
Target sequence (P03206 whole entry, looked up): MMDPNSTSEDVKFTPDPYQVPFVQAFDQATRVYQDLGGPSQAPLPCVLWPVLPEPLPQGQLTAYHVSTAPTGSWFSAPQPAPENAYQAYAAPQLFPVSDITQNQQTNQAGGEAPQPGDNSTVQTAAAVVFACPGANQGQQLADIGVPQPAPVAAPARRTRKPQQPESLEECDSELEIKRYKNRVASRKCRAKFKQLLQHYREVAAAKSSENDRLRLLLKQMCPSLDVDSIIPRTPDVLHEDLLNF
PP5 primary: PP5 phosphatase inhibitors, primary screen, biochemical, fluorescence | Serine/threonine-protein phosphatase 5 (Homo sapiens), P53041 | AID 1987, 2009 | purified PP5c, OMFP substrate fluorescence | inhibition, % at 6.7 µM | hit rate 0.18% among 320,000;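 active = inhibition above the campaign's mean inhibition across all tested compounds plus 3 SD, cut at about 9.5% in these data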;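 also: 0% = DMSO only and 100% = 100 µM cantharidin control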
An asterisk follows results filed as active; ? = inconclusive; . = not tested or not shown; & = joins results of further samples.

cpd | Structure | HCV core dimer | PP1 counter | EBNA-1 inh | CR mimetic SO | CTSL1 counter | GASC-1 inh | TPT1 inhibitor | ZTA DNA inh | PP5 primary
1 | O=C(NCc1ccccc1)c1ccccc1Br | -2 | -3 | -7 | 103 | -1 | 9 | -3 | -4 | -0.2
2 | Cc1ccc(NC(=O)C(C)OC(=O)c2n[nH]c3ccccc23)cc1 (configuration not stated) | 1 | 5 | -9 | 131 | 3 | -6 | 4 | 2 | 2.0
3 | O=c1[nH]n2c(=O)c3c([nH]c2c1N=Nc1cccc(Cl)c1)CCCC3 | 5 | 37* | 15 | 92 | 7 | 0 | -6 | 7 | 2.1
4 | Cc1ccc(NC(=O)c2ccc(S(=O)(=O)N3CCOCC3)cc2)nc1 | -2 | 0 | 5 | 97 | -3 | 5 | -1 | 6 | -1.2
5 | CCOc1ccc(C2C(C(=O)c3ccco3)=C(O)C(=O)N2CCCn2ccnc2)cc1OCC (configuration not stated) | 14 | 0 | 8 | 91 | -1 | 6 | -1 | 12 | 0.3
6 | Cn1c(=O)c2c(ncn2CC(=O)NC(C)(C)C)n(C)c1=O | 10 | -5 | -1 | 103 | 1 | 2 | 0 | 2 | -2.0
7 | CC(=O)C1=C(C)N(CC2CC2)C(=O)N[C@H]1c1ccc(Br)cc1 | -7 | 7 | 9 | 100 | -2 | -4 | 5 | 13 | 1.7
8 | O=C(CSc1ncccc1-c1nc2ccccc2[nH]1)N1CCN(c2ccccc2F)CC1 | 8 | -1 | 16 | 88 | -1 | -5&0 | 2 | 12 | 0.7
9 | Cc1cc(C)nc(NS(=O)(=O)c2ccc(NC(=O)Cc3ccccc3F)cc2)n1 | 15 | 4 | 6 | 102 | -1 | -6 | 3 | 7 | -0.5
10 | COc1ccc(N2CCN(C(=O)CCC(=O)N3CC(C)Oc4ccccc43)CC2)cc1 (configuration not stated) | 4 | 3 | 6 | 101 | -1 | 6 | 0 | 2 | 0.5
11 | O=C1OC(=O)c2c(Br)c(Br)c(Br)c(Br)c21 | . | -3 | . | 122 | . | 2 | . | 12 | 3.8
12 | Cc1cccc(C)c1NC(=O)CNc1ccccc1 | 0 | 3 | 13 | 101 | -6 | -28 | -2 | -3 | 2.2
13 | COc1ccc(CCN=Cc2c(C)[nH]n(-c3ccc([N+](=O)[O-])cc3)c2=O)cc1OC | -1 | -2 | 4 | 99 | 0 | 2 | 1 | -1 | -0.2
14 | COc1ccccc1NS(=O)(=O)CC12CCC(CC1=O)C2(C)C (configuration not stated) | -1 | -2 | 6 | 76 | 1 | 0 | -3 | -11 | -0.7
15 | Cc1cccc(NC(=O)CNC(=O)c2ccc(-n3cncn3)c([N+](=O)[O-])c2)c1C | -1 | -6 | -1 | 111 | -4 | 5 | -5 | 9 | 2.6
16 | COc1ccc(C(=O)O)cc1S(=O)(=O)N(C)CCc1ccccn1 | -9 | -5 | -9 | 96 | -1 | . | -4 | 4 | -0.8
17 | COc1ccc(CCn2c(NN=C3CCCC3)nc3c2c(=O)[nH]c(=O)n3C)cc1 | 1 | 2 | 1 | 81 | -4 | -1 | 4 | 13 | 1.8
18 | CCOC(=O)/C(C(=O)Nc1ccc(Cl)cc1Cl)=C1/NC(C)(C)Cc2ccccc21 | -2 | -2 | -6 | 102 | 2 | -11 | 3 | -12 | 5.2
19 | CCCCNC(=S)Nc1ccc(Oc2ccccc2)cc1 | 2 | 1 | -18 | 105 | -2 | -2 | 3 | 0 | 1.7
20 | O=[N+]([O-])CC1(n2nc3ccccc3n2)CCCCC1 | -15 | 4 | 11 | 94 | 0 | 6 | -2 | -15 | 3.8
21 | COc1ccc(-c2cc(CCCC(=O)NCCc3ccc(OC)cc3OC)no2)cc1 | 0 | 4 | 36* | 80 | 0 | 10 | -4 | 1 | 1.4
22 | CCOC(=O)C1CCN(c2cc3c(cc2NC(=O)c2ccccc2F)n(C)c(=O)n3C)CC1 | 8 | -3 | -4 | 108 | -1 | 5 | -5 | -24 | -0.3
23 | COc1ccc(CNC(=O)CCCC(=O)n2nc(C)c3ccccc32)cc1 | -1 | -1 | -12 | 96 | -1 | 24 | -1 | 15 | 2.7
24 | Fc1ccc2[nH]c3c(N4CCN(C5CCCCC5)CC4)ncnc3c2c1 | -4 | 0 | -4 | 100 | 7 | 16 | 0 | 5 | 2.4
25 | O=C(O)CCCn1cc(NC(=O)c2ccc(F)cc2)cn1 | -5 | -3 | -11 | 93 | 0 | -10 | -1 | -14 | 3.9
26 | Cc1ccc2nc(SCC(=O)Nc3cccc(S(=O)(=O)NC4=NCCCCC4)c3)[nH]c2c1 | 3 | 3 | -4 | 92 | -2 | 4 | -2 | -4 | -0.2
27 | CC(Nc1cc(N2CCN(S(C)(=O)=O)CC2)ccc1[N+](=O)[O-])c1ccccc1 (configuration not stated) | 10 | 1 | 9 | 105 | 2 | -8 | 0 | 7 | 0.4
28 | C/C(=C\c1ccccc1)C(=O)c1c(C)cc(C)[nH]c1=O | 4 | -1 | 7 | 85 | 2 | 4 | 2 | 9 | 1.3
29 | CCCOc1ccc(C(=O)N2CC3(CC(c4cccc(NC(=O)[C@@H]5CCC(=O)N5)c4)=NO3)C[C@H]2C(=O)NC2(C(N)=O)CC2)cc1 (some centres not stated) | 8 | 4 | 4 | 109 | -1 | 5 | -3 | -3 | 1.0
30 | ClCc1cc2ccccc2nc1Cl | 3 | 2 | 3 | 101 | -1 | 0 | -3 | -9 | -0.3
31 | CCC(=O)c1c[nH]c(C(=O)NCc2ccco2)c1 | -4 | -1 | 10 | 92 | 3 | 34 | 1 | 13 | 0.3
32 | CCOCc1nnc(NC(=O)CS(=O)(=O)c2ccc(C)cc2)s1 | -2 | 0 | -6 | 101 | -4 | 4 | -3 | 20 | 0.5
33 | CC(=O)NC(Cc1ccc(C)cc1)C(=O)NC1CCN(C(=O)c2cnccn2)CC1 (configuration not stated) | -1 | 1 | -7 | 91 | -3 | 27&5 | -1 | -6 | 0.8
34 | O=C(COc1ccc(Br)cc1CNCCCN1CCOCC1)Nc1ccccc1 | 2 | -7 | -7 | 119 | -1 | 3 | -3 | -3 | 2.2
35 | CCn1ccc(C(=O)Oc2ccc(Cl)cc2)n1 | 2 | 0 | 8 | 96 | 1 | 51 | 8 | 11 | -0.7
36 | COc1cc(OC)c(OC)cc1CN1CCN(c2ccccc2OC)CC1 | 1 | 0 | -3 | 117 | -1 | 8 | 6 | -4 | 0.0
37 | O=S(=O)(c1ccc(Cl)cc1)N1CN(CC2CCCO2)c2nc3ccccc3nc21 (configuration not stated) | 2 | -2 | -7 | 94 | 0 | 1 | 1 | 0 | 3.1
38 | CCN(CC)N=Nc1ccc(S(N)(=O)=O)cc1 | -5 | -3 | -9 | 98 | 2 | -2 | 0 | 8 | 0.6
39 | COc1ccc(CCC(=O)OCC(=O)NCc2ccc3c(c2)OCO3)cc1 | . | -2 | . | 79 | . | 7 | . | 0 | 0.6
40 | Cc1ccc(-c2nnc(-c3cccc(Br)c3)o2)cc1 | 11 | -1 | -2 | 109 | 1 | 11 | 3 | -9 | 4.0
41 | COCCCN(C(=O)CCSc1ccc(F)cc1)c1c(N)n(Cc2ccccc2)c(=O)[nH]c1=O | 2 | -3 | -1 | 104 | 0 | 40 | 2 | -10 | -1.5
42 | O=C(NCCC(=O)N1CCCCCCC1)c1ccc(Br)cc1 | . | 0 | . | 77 | . | 10 | . | 14 | -1.0
43 | CCOc1ccccc1N1C(=O)CC(N(O)c2ccccc2)C1=O (configuration not stated) | 6 | 1 | 12 | 86 | 0 | 7 | -1 | 2 | -1.4
44 | Cc1cc(OC(C)C(=O)NCc2ccccn2)c2c(C)c(C)c(=O)oc2c1 (configuration not stated) | -1 | -1 | -7 | 91 | 0 | ? | 1 | -2 | 3.1
45 | COc1ccc(C(C)C)cc1S(=O)(=O)n1ccnc1C | 5 | -5 | 2 | 100 | -1 | -23 | -1 | 16 | -1.4
46 | O=c1nc(N(c2ccccc2)c2ccccc2)[nH]c(=O)[nH]1 | -4 | 1 | -1 | 85 | -2 | 29 | 1 | -1 | -0.6
47 | COc1cc(CNCc2ccccn2)ccc1OCC(=O)NC1CCCCC1 | -5 | -1 | 12 | 96 | -1 | 10 | 1 | 10 | -0.5
48 | CN1/C(=C\C(=O)CSc2nncn2C)C(C)(C)c2ccccc21 | -4 | -5 | -12 | 99 | 1 | 1 | 3 | 2 | 0.6
49 | C=CCn1c(C(CC)CC)nc2ccccc21 | -2 | 1 | -4 | 102 | -1 | -9 | 0 | -10 | 1.9
50 | O=C(NCCc1nnc2ccc(NCCCN3CCOCC3)nn12)c1ccccc1 | -6 | -1 | 5 | 80 | 1 | -3 | -3 | -4 | -1.6
51 | CCOc1ccc(NC(=O)CSc2ccc3nnc(-c4ccccn4)n3n2)cc1 | 12 | -3 | -10 | 88 | -7 | -8 | -2 | -11 | 1.9
52 | CCCNc1c(NS(=O)(=O)c2ccc(NC(=O)CC)cc2)c(=O)oc2ccccc12 | 6 | -1 | 6 | 110 | 2 | -6 | -2 | 9 | 0.6
53 | CCCNC(=O)CN1C(=O)COc2ccc(S(=O)(=O)N3CCCCCC3)cc21 | -16 | -3 | -1 | 101 | -3 | -6 | -2 | -8 | -0.2
54 | O=c1c2cc(Br)ccc2nc(-c2cccc(C(F)(F)F)c2)n1O | 9 | 14 | 4 | 123 | 1 | 2 | 3 | 2 | 2.9
55 | Cc1ccc(N2CCN(S(=O)(=O)N3CCCCC3)CC2)cc1C | 6 | 1 | -10 | 93 | -1 | 75 | 5 | -4 | 3.9
56 | O=C(CNC(=O)c1ccccc1F)NCCN1C(=O)S/C(=C\c2ccccc2Cl)C1=O | 5 | -1 | 3 | 95 | 4 | 14 | -2 | 7 | 0.0
57 | NC(=O)c1ccccc1NC(=O)COc1ccc(Cl)cc1 | 4 | -1 | 8 | 91 | -4 | 3 | 0 | -4 | 0.1
58 | COc1cccc(/C=C2/SC(=S)N(CCC(=O)N3CCOCC3)C2=O)c1 | 7 | 1 | 2 | 106 | -3 | 9 | -1 | 8 | -0.3
59 | Cc1cccc(NC(=O)C2CCCN(C(=O)Nc3ccccc3)C2)c1C (configuration not stated) | -2 | -1 | 4 | 100 | -3 | -5 | 0 | 12 | -1.1
60 | CC(NC(=O)c1cncc(Br)c1)c1ccc(S(N)(=O)=O)cc1 (configuration not stated) | -5 | 1 | 1 | 92 | 0 | 9 | -2 | -1 | 0.4
61 | Clc1ccc(-c2cc(CN3CCOCC3)no2)cc1 | 2 | 0 | 8 | 78 | 1 | -5 | -1 | 0 | 0.5

Three of the compounds above, as labelled records.
50: O=C(NCCc1nnc2ccc(NCCCN3CCOCC3)nn12)c1ccccc1
  HCV core dimer: -6
  PP1 counter: -1
  EBNA-1 inh: 5
  CR mimetic SO: 80
  CTSL1 counter: 1
  GASC-1 inh: -3
  TPT1 inhibitor: -3
  ZTA DNA inh: -4
  PP5 primary: -1.6

51: CCOc1ccc(NC(=O)CSc2ccc3nnc(-c4ccccn4)n3n2)cc1
  HCV core dimer: 12
  PP1 counter: -3
  EBNA-1 inh: -10
  CR mimetic SO: 88
  CTSL1 counter: -7
  GASC-1 inh: -8
  TPT1 inhibitor: -2
  ZTA DNA inh: -11
  PP5 primary: 1.9

52: CCCNc1c(NS(=O)(=O)c2ccc(NC(=O)CC)cc2)c(=O)oc2ccccc12
  HCV core dimer: 6
  PP1 counter: -1
  EBNA-1 inh: 6
  CR mimetic SO: 110
  CTSL1 counter: 2
  GASC-1 inh: -6
  TPT1 inhibitor: -2
  ZTA DNA inh: 9
  PP5 primary: 0.6

The order is random; overall some 3.1% were active at least once.
